Bioassay records: PubChem, Southern Research Specialized Biocontainment Screening Center
Salmonella PhoP GFP = PhoP regulon inhibitors, Salmonella typhi PhoP promoter GFP reporter, confirmatory (AID 1850) | Salmonella Typhi PhoP-promoter GFP reporter, fluorescence, 4 h; higher % means a stronger effect | inhibition, % at 50 µM; hits with a dose series show IC50 in µM | actives 0.33% (n = 310,000); in the data active means a potency from the dose series; inconclusive means inhibition mostly from about 25% at the one dose, without a potency; inactive means the rest, 99 in 100 with inhibition below about 19%;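 further: 0% = induced wells with vehicle and 100% = uninduced wells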
M. tuberculosis = growth inhibition of non-replicating M. tuberculosis (AID 488890); Mycobacterium tuberculosis non-replicating, growth inhibition; higher % means a stronger effect; inhibition, % at 25 µM; hits with a dose series show IC50 in µM; actives 0.39% (n = 320,000); in the data active means a potency from the dose series; inconclusive means inhibition mostly from about 82% at the one dose, without a potency; inactive means the rest, 99 in 100 with inhibition below about 76%;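 further: plate controls were DMSO cells for no effect and high antibiotic wells for full effect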
H1N1 NS1A inhibition = NS1A inhibition, H1N1 influenza, cell based functional assay (AID 504329). NS1A functional cell-based assay, percent inhibition; higher % means a stronger effect. one-dose inhibition, % at 12.5 µM; IC50 in µM for titrated hits. actives 0.3% (n = 340,000); in the data active means a potency from the dose series; inconclusive means inhibition above about 27% without an active follow-up result; further: strong numbers were not always called active
M. tuberculosis HTS = M. tuberculosis growth inhibition, HTS (AID 449762). actives 0.59% (n = 330,000). M. tuberculosis H37Rv growth inhibition, 7H9 media; higher % means a stronger effect. inhibition, % at 25 µM; hits with a dose series show IC50 in µM; in the data active means a potency from the dose series; inconclusive means inhibition above about 70% without an active follow-up result;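 further: bacterial growth assessed after seven days of incubation; strong numbers were not always called active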
inhibitors of VEEV = inhibitors of VEEV TC-83 cytopathic effect, confirmation, Vero cells (AID 588727) | inhibition, % at 20 µM; hits with a dose series show IC50 in µM | actives 0.13% (n = 350,000) | Vero cells, VEEV TC-83 cytopathic effect inhibition; higher % means a stronger effect; in the data active means a potency from the dose series; inconclusive means inhibition mostly from about 14% at the one dose, without a potency; inactive means the rest, 99 in 100 with inhibition below about 12%; further: strong numbers were not always called active
inhibitors of VEEV 10K pilot screen = also measured in inhibitors of VEEV; calls as there; inhibition, %; measured here: 10K pilot screen inhibition
Active calls of the source: *; i = inactive; ? = inconclusive; nt = no result given.

SMILES | Salmonella PhoP GFP | M. tuberculosis | H1N1 NS1A inhibition | M. tuberculosis HTS | inhibitors of VEEV | others
CCN(c1ccccc1)S(=O)(=O)c1ccc(C(=O)NCc2ccco2)cc1 | nt | 16% | 3% | -1% | 5.9%
CCc1ccc(C(=O)NCC2(c3ccccc3)CCOCC2)o1 | nt | nt | -6% | nt | i
CCCc1cc(C(=O)Nc2cc(Br)ccc2O)no1 | -6% | 78% | 7% | 3% | 1.0% | inhibitors of VEEV 10K pilot screen=2.8
CC1Cc2cc(/C(O)=C3/C(=O)C(=O)N(Cc4ccncc4)C3c3ccc(N(C)C)cc3)ccc2O1 (centres undefined) | -1% | 5% | -5% | -3% | 1.0%
Cc1cc(N/C(=N/S(=O)(=O)c2cc(F)ccc2F)c2ccccc2)n(-c2ccccc2)n1 | 6% | 0% | 10% | 0% | 6.9%
C=CCNC(=O)c1ccc2c(c1)nnn2C | 0% | -14% | 10% | -7% | 2.1%
CCOC(=O)N1CCN(CC(O)COC(CC)c2ccccc2)CC1 (centres undefined) | 5% | -8% | -6% | 4% | 3.2%
CCN(C(=O)c1cc(S(=O)(=O)N2CCCCC2)c[nH]1)c1ccc(OC)cc1 | -19% | 1% | 1% | -8% | 3.0%
CCOc1ccc(NC(=S)NC(=O)/C=C/c2ccc(OC)c(OC)c2)c([N+](=O)[O-])c1 | -17% | 1% | -13% | 14% | 0.6%
COc1cccc(N2CC(C)Cn3c2nc2c3c(=O)[nH]c(=O)n2C)c1 (centres undefined) | 12% | -12% | -3% | 0% | 0.2%
C[C@]12CCC3C(CC[C@H]4C[C@H](O)CC[C@]34C)C1[C@@H](O)[C@@H](O)[C@@H]2O (some centres undefined) | nt | -4% | -3% | 4% | 0.6%
Cc1cc(NC(=O)COC(=O)c2cccc(O)c2)no1 | -8% | -2% | 1% | -5% | 0.5%
COC(=O)c1sccc1NC(=S)N1CCN(c2cc(C)ccc2C)CC1 | -4% | -3% | 14% | 8% | i
Cc1ccccc1/C=C/c1cc[n+](C)cc1 | 4% | 5% | -8% | 0% | i
Cc1ccc(S(=O)(=O)N2CCC[C@H]2C(=O)OCc2nc3ccccc3s2)cc1 | nt | nt | 5% | nt | 1.4%
CN(C)S(=O)(=O)c1ccc(Cl)c(NC(=O)COC(=O)/C=C/c2cnc3ccccc3n2)c1 | 4% | -8% | -5% | -1% | 0.6%
Oc1ccc(/C=N/N2CCCCC2)c(O)c1 | -13% | -15% | 6% | 9% | i
CCOC(=O)c1c(NC(=O)C2=C(C)NC(=S)NC2c2ccc(C)cc2)sc(C)c1C (centres undefined) | -11% | 12% | 6% | ? | 7.3%
CC(=O)c1ccc(NC(=O)CSc2ccc(-c3ccc(-n4cccn4)cc3)nn2)cc1 | 2% | -20% | -3% | -10% | 0.6%
COCCn1c(Cc2cccn2C)nnc1SCC(=O)NCc1ccc2c(c1)OCO2 | 6% | -18% | -8% | 4% | 0.3%
Cc1ccc(NC2c3ncccc3C(=O)N2c2ccccc2C)cc1C (centres undefined) | -6% | 57% | -3% | 47% | 2.0%
c1ccc(-c2onc(-c3ccco3)c2-c2ccc3c(c2)OCO3)cc1 | 3% | 3% | 1% | 7% | 0.0%
O=C(NCC1CCCO1)c1coc2nc3ccccc3nc12 (centres undefined) | -5% | 18% | -6% | -4% | 1.6%
CC(C)N(CCc1ccncc1)C(=S)Nc1ccc(F)c(Cl)c1 | 0% | 56% | -11% | -4% | 4.7%
O=C1C=C(c2ccccc2)C[C@H](c2cccs2)[C@H]1n1cnc([N+](=O)[O-])c1 | -3% | 55% | -7% | -8% | 5.6%
CN(C)c1cc(-c2ccc(Cl)c(Cl)c2)oc(=O)c1Cl | -1% | -11% | 0% | 3% | i
CC(=O)Nc1ccc(-c2nnc(SCC(=O)Nc3ccc4c(c3)oc3ccccc34)n2C)cc1 | -6% | 38% | 3% | ? | 8.1%
COc1cccc(OC)c1C(=O)NNS(=O)(=O)c1ccc2ccccc2c1 | 0% | 10% | -10% | -7% | 0.9%
Cc1c(Cl)c(=O)n2c(=O)c(Cl)c(C)n12 | -5% | 38% | -9% | -1% | 0.2%
Cc1ccc(C)c(N2CN(CCC3=CCCCC3)CNC2=S)c1 | 5% | 31% | 3% | -5% | 0.5%
O=C(COC(=O)Cn1cnc2ccccc21)Nc1ccc2c(c1)C(=O)c1ccccc1C2=O | -13% | 41% | 0% | 7% | 4.6%
N#C/C(=C\Nc1ccc(Cl)cn1)S(=O)(=O)c1ccccc1 | 2% | -7% | -16% | 20% | i
COc1ccc(OC)c(NC(=O)CSc2ccc(-c3ccco3)nn2)c1 | -3% | 23% | 2% | -5% | 9.2%
COc1ccc(C2C(CN3CCOCC3)C(=O)N2c2ccccc2)cc1 (centres undefined) | -9% | -10% | 3% | 0% | 0.9%
Cc1ccc(-c2cc(C(F)F)n3ncc(C(=O)Nc4cn(C)nc4C)c3n2)cc1 | -5% | -12% | -5% | -2% | 5.7%
COc1ccccc1C(=O)Nc1ccc(N2CCN(Cc3ccccc3)CC2)cc1 | -4% | 27% | -3% | ? | 7.0%
O=C1CC2(CCN(C(=O)c3cccc(Br)c3)CC2)Oc2ccccc21 | -3% | -4% | 7% | -5% | i
CC1c2[nH]c3ccccc3c2CCN1S(C)(=O)=O (centres undefined) | 5% | -3% | 1% | 4% | 2.8%
CCOc1ccccc1N(CC(=O)Nc1ccc2c(c1)OCO2)S(C)(=O)=O | 0% | 12% | 7% | -16% | 6.0% | inhibitors of VEEV 10K pilot screen=2.8
CC1c2ccsc2CCN1S(=O)(=O)c1cccs1 (centres undefined) | 3% | 1% | 5% | 11% | i
Cc1ccc(CN2CCN(/N=C/c3sccc3C)CC2)c(C)c1 | -6% | 8% | 14% | 14% | i
CCCCNS(=O)(=O)c1ccc2nc(-c3cccnc3)cc(C(=O)NCC(OC)OC)c2c1 | 4% | 2% | -9% | 9% | 0.1%
S=C(Nc1ccc(Cl)cc1)Nc1cccc2cnccc12 | -2% | ? | -4% | 4.4µM* | 1.7%
O=C(Nc1nnc(S(=O)(=O)N2CCCC2)s1)c1cccc([N+](=O)[O-])c1 | -3% | 44% | 4% | 11% | 0.2%
C/C(=C\C(=O)Nc1nccs1)c1ccccc1 | -2% | ? | 4% | 65% | 1.8%

Part of the list above in order of SMILES length, ascending:
SMILES | Salmonella PhoP GFP | M. tuberculosis | H1N1 NS1A inhibition | M. tuberculosis HTS | inhibitors of VEEV | others
CC1c2ccsc2CCN1S(=O)(=O)c1cccs1 (centres undefined) | 3% | 1% | 5% | 11% | i
O=C1CC2(CCN(C(=O)c3cccc(Br)c3)CC2)Oc2ccccc21 | -3% | -4% | 7% | -5% | i
Cc1ccc(-c2cc(C(F)F)n3ncc(C(=O)Nc4cn(C)nc4C)c3n2)cc1 | -5% | -12% | -5% | -2% | 5.7%

Four records picked at random from those above, as already listed:
SMILES | Salmonella PhoP GFP | M. tuberculosis | H1N1 NS1A inhibition | M. tuberculosis HTS | inhibitors of VEEV | others
COc1ccc(C2C(CN3CCOCC3)C(=O)N2c2ccccc2)cc1 (centres undefined) | -9% | -10% | 3% | 0% | 0.9%
Cc1ccc(CN2CCN(/N=C/c3sccc3C)CC2)c(C)c1 | -6% | 8% | 14% | 14% | i
CC1c2ccsc2CCN1S(=O)(=O)c1cccs1 (centres undefined) | 3% | 1% | 5% | 11% | i
CC1c2[nH]c3ccccc3c2CCN1S(C)(=O)=O (centres undefined) | 5% | -3% | 1% | 4% | 2.8%

Next section.
SMILES | Salmonella PhoP GFP | M. tuberculosis | H1N1 NS1A inhibition | M. tuberculosis HTS | inhibitors of VEEV | others
CCOC(=O)c1oc2nc(C(C)C)c3c(c2c1N)CCC3 | -9% | 8% | 12% | 7% | 3.3%
Cc1nc2nc(-c3ccccc3)cc(=O)n2[nH]1 | -6% | 20% | -1% | 1% | 2.4% | inhibitors of VEEV 10K pilot screen=0.2
Cc1cc(N2CCN(S(=O)(=O)c3ccc4ccccc4c3)CC2)n2ncnc2n1 | 2% | 17% | 5% | -5% | 0.1%
CN1CCN(NC(=O)c2cn(-c3ccccc3)nc2-c2cccc(Br)c2)CC1 | 15% | 12% | -19% | 5% | 5.0%
Cn1c(CS/C(N)=N/N=C/c2ccccc2)c(Br)c(=O)n1-c1ccccc1 | 0% | 5% | -3% | -2% | 10%
COc1cccc(C2C(C(=O)c3sc(C)nc3C)=C(O)C(=O)N2CCN2CCOCC2)c1 (centres undefined) | 12% | -20% | 1% | 0% | 0.8%
C=CCCCCCCCCc1nc(SCC(=O)O)n[nH]1 | -20% | -4% | 2% | 5% | 0.5%
C[C@]12CCC3C(CC[C@H]4C[C@@H](O)CC[C@]34C)C1CC[C@@]2(O)C(F)(F)F (some centres undefined) | nt | 10% | nt | 5% | nt
COC(=O)[C@H](CC(C)C)NC(=O)NC1CCCCC1C (some centres undefined) | -9% | 25% | -7% | 2% | 1.4%
CC(NC(=O)C1C2C=CC(C2)C1C(=O)O)c1ccccc1 (centres undefined) | -5% | 2% | 5% | -5% | 1.3%
CSCC[C@H](NC(=O)CCNC(C)=O)c1nc2ccccc2[nH]1 | -3% | -2% | 5% | -6% | 0.8%
Cc1cc(-c2ccc(C)c(S(=O)(=O)NCCN3CCC(C)CC3)c2)on1 | 12% | 12% | 8% | -2% | i
Cc1cc(=O)oc2c(CN3CCN(CCO)CC3)c(O)ccc12 | -2% | 12% | 21% | -3% | 0.1%
CCOc1ccc(N(C(=O)CNS(=O)(=O)c2ccccc2)C(CC)C(=O)NCc2ccco2)cc1 (centres undefined) | 4% | 9% | 8% | 2% | 5.6%
CCOc1ccc2nc(N=Nc3c(O)[nH]c(=S)[nH]c3=O)sc2c1 | 11% | 32% | 6% | 10% | 1.3%
Fc1ccc2[nH]c3c(NCCN4CCOCC4)ncnc3c2c1 | 6% | -7% | 2% | 1% | 6.0%
O=c1[nH]c(=O)n(C2CC(O)C(CO)O2)cc1I (centres undefined) | nt | nt | 8% | nt | i
CCOC(=O)CNC(=O)CSc1nc(Cc2ccccc2)nc2ccccc12 | -4% | 1% | -22% | -2% | 1.7%
Cc1ccc(F)cc1NC(=O)N1CCN(c2ccnc3cc(Cl)ccc23)CC1 | 4% | 25% | 11% | 18% | 8.9%
Cc1cc(=O)oc2cc(O[C@@H]3O[C@H](CO)[C@H](O)[C@H](O)[C@H]3O)ccc12 | 2% | -18% | -3% | 4% | 2.2%
CCc1nnc(NC(=O)c2c(O)c3c([nH]c2=O)CCCC3)s1 | -8% | 3% | -3% | -2% | 4.4%
O=C1CC(C(=O)N(c2cccc(F)c2)C(C(=O)NC2CCCC2)c2ccccn2)CS1 (centres undefined) | -12% | 6% | 4% | -4% | 2.6%
CCOc1ccc(NS(=O)(=O)c2cc(OCC(N)=O)c(C)cc2Cl)cc1 | 3% | -9% | -9% | -5% | 0.4%
CC(C)N(CC(=O)Nc1ccc(Cl)cc1C(F)(F)F)C(=O)CCl | 4% | -2% | -12% | -6% | ?
O=C(NCCc1cccs1)C1CC(c2cccc(F)c2)=NO1 (centres undefined) | 10% | 12% | -1% | 4% | 0.5%
CC(=O)n1cc(/C=N/NC(=O)c2ccccc2O)c2ccccc21 | 13% | -10% | -26% | 2% | 1.6%
O=C(/C=C/c1ccc([N+](=O)[O-])cc1)NCCc1ccc(F)cc1 | -10% | 52% | 8% | 11% | 0.2%
O=C(CSc1nnc(CNC(=O)c2ccc(F)cc2)o1)NCCc1ccccc1 | 4% | ? | 25% | 2% | 1.6%
CCn1c(CCC(N)=O)nnc1SCC(=O)c1cc(C)n(C2CC2)c1C | nt | 10% | -7% | -13% | i
CCCC1C(c2ccc(OC)cc2)C(C#N)(C#N)C2(C#N)CC1(N)NC2=O (centres undefined) | 23% | 9% | 5% | -4% | 1.8%
Cc1cc(SCC(=O)NCC(c2cccs2)N2CCOCC2)c(C)cc1Br (centres undefined) | -5% | -2% | -4% | 0% | 6.0%
CCN(C(=O)COC(=O)c1cc(S(=O)(=O)N2CCc3ccccc32)ccc1OC)C1CCS(=O)(=O)C1 (centres undefined) | 8% | 5% | 3% | 0% | 3.5%
CC(/C=C/c1ccccc1)=N\NC(=S)NC(C)C | 1% | ? | 5% | 28% | i
CCOC(=O)Cc1csc(NC(=O)c2cccc(OC)c2)n1 | 15% | 8% | -3% | -5% | i
